SENP8 block-1: blocks the human protease SENP8; AID 2540; inhibition, % at 10 µM; hit rate 1.2% among 330,000; purified SENP8, Z-RLRGG-aminoluciferin cleavage, luminescence; in the data active means inhibition above about 50%
NALP3 yeast inh: inhibitors of NALP3 inflammasome in yeast. inhibition, % at 10 µM. Yeast reconstituted NLRP3/ASC/caspase-1, beta-gal luminescence, 24 h. hit rate 0.39% among 330,000;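 active means inhibition of 50% or more; inactive means inhibition below 50%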;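 further: plate controls were induced DMSO wells for no effect and uninduced yeast grown without galactose for full effect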
SENP8 block-2: blocks human SENP8 cleavage of Nedd8 substrate | Q96LD8 | recombinant SENP8, Nedd8 substrate fluorescence | inhibition, % at 20 µM | hit rate 0.64% among 360,000 | AID 602440; in the data active means inhibition mostly above about 40%, no sharp cut-off; inactive means mostly below about 27%
SENP1 FRET inh: SENP1 (human) catalytic domain inhibition. Q9P0U3. recombinant SENP1 catalytic domain, CyPet-SUMO1-YPet FRET cleavage. inhibition, % at 10 µM. hit rate 0.21% among 360,000. AID 624204;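 active means inhibition at least 30% at 10 µM, raw YFP signal under a set limit, fluorescence ratio 0.5 to 1.5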;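 further: 0% = enzyme with DMSO and 100% = no enzyme wells; some results filed as inactive read as strong as hits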
Target sequence (Q9P0U3 419-644 limits assumed): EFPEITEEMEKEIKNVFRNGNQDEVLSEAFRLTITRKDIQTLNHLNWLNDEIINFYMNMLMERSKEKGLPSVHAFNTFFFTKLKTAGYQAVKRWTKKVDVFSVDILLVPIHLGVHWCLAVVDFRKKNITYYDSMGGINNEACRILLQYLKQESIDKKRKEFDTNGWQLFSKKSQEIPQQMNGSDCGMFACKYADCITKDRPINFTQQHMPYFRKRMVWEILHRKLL
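Test system: human SENP1 catalytic domain; medium: Tris pH 8 buffer plus EDTA, NaCl, BME, BSA, NP40, catalase; incubation: 50 min reaction at room temperature; technique: FRET, CFP and YFP emission; controls: no-enzyme low control and enzyme-plus-DMSO high control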
HKDC1 inhibitor: inhibitors of human hexokinase HKDC1; Q2TB90; recombinant HKDC1, G6PDH/diaphorase resazurin coupled fluorescence; inhibition, % at 20 µM; hit rate 0.16% among 340,000;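 active means inhibition above about 35% when tested at 20 µM, limit read from the data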;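 further: plate controls were DMSO wells with enzyme for no effect and DMSO wells lacking enzyme for full effect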
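Material: recombinant HKDC1 hexokinase; Amount: HKDC1 at 5 µg/mL; Medium: Tris pH 8.0 buffer with MgCl2, Tween-20, BSA, BME; Schedule: 90 min reaction incubation at room temperature, dark; Technique: coupled resazurin fluorescence, excitation 525 nm, emission 613 nm.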
SENP7 inh: inhibitors of human SENP7 protease; Q9BQF6; recombinant SENP7, Z-RLRGG-aminoluciferin luminescence, 40 min; inhibition, % at 5 µM; hit rate 1.5% among 330,000; AID 434973;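 active means inhibition above about 50% at the single test dose, limit read from the data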;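 further: plate controls were DMSO with enzyme for no effect and no enzyme buffer wells for full effect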
Target sequence (Q9BQF6 706-1050 limits assumed): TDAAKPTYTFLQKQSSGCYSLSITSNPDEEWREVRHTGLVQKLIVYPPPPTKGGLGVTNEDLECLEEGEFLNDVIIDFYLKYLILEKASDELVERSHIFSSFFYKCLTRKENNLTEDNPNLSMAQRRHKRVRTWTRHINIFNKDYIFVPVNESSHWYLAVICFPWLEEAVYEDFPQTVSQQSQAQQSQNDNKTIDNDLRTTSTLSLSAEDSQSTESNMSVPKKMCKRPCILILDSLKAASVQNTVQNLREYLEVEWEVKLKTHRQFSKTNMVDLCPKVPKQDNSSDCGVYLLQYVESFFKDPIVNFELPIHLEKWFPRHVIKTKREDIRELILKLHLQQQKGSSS
SENP6 inh: blocks the human protease SENP6; hit rate 1.8% among 330,000; inhibition, % at 10 µM; Recombinant SENP6 catalytic domain, aminoluciferin luminescence; AID 2599;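 active means inhibition above about 50% at the single tested dose, limit read from the data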;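 further: plate controls were DMSO wells with enzyme for no effect and DMSO wells lacking enzyme for full effect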
Target sequence (Q9GZR1 628-1112 limits assumed): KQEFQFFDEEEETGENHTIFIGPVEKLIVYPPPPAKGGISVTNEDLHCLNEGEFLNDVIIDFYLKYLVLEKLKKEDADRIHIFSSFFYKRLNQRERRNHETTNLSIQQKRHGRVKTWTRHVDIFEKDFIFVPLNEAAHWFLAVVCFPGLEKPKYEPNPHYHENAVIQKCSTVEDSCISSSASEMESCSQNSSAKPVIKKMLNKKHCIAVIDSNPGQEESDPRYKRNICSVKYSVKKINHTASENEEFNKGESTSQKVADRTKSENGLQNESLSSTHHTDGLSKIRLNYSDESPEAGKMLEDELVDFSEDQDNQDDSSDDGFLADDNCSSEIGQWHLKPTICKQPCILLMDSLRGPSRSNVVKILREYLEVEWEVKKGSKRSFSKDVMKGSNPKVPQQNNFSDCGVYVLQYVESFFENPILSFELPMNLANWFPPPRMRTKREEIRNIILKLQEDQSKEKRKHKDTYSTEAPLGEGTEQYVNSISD
Apaf1 inhib: inhibitors of human Apaf-1 apoptosome; O14727; reconstituted apoptosome caspase-3 activity, DEVD-Rh110 fluorescence; inhibition, % at 20 µM; hit rate 0.71% among 330,000; active means inhibition of at least 40% at 20 µM;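 further: plate controls were DMSO wells for no effect and DEVD-CHO caspase inhibitor wells for full effect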
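System: Apoptosome proteins | Medium: Hepes pH 7.5 with detergent and BSA | Also added: Cytochrome c trigger plus (Z-DEVD)2-Rh110 caspase-3 substrate | Incubation: 30 min compound preincubation, 50 min activation, room temperature | Detection: Rhodamine 110 fluorescence at Ex 480/Em 540 nm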
PfG6PD inh: PfG6PD (Plasmodium falciparum) enzyme inhibition. AID 504690. hit rate 0.78% among 350,000. inhibition, % at 20 µM. PfGluPho enzyme, NADPH resazurin-diaphorase fluorescence;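 active means inhibition reaching at least a set limit at 20 µM in the primary screen, cut at about 59% in these data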;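 further: 0% = DMSO wells with substrate and 100% = DMSO wells lacking glucose-6-phosphate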
Active calls of the source: *; i = inactive. Compounds as they come (roughly 4.1% active in at least one column).

SMILES | SENP8 block-1 | NALP3 yeast inh | SENP8 block-2 | SENP1 FRET inh | HKDC1 inhibitor | SENP7 inh | SENP6 inh | Apaf1 inhib | PfG6PD inh
Cc1cccc(Oc2ncnc3onc(C)c23)c1C | 0.3 | 1.7 | 18.8 | 2.4 | -6.3 | 4.0 | -0.6 | -0.9 | -2.2
C=CCn1cc(C(=O)NCc2ccc(Cl)cc2)c(=O)c2cc(S(=O)(=O)N(CC)CC)ccc21 | -0.8 | 6.3 | 17.0 | 0.7 | -9.6 | -3.4 | 5.3 | 17.7 | 4.6
CSc1nc(O)c(C(c2ccccc2Cl)c2c(O)nc(SC)[nH]c2=O)c(=O)[nH]1 | 2.1 | 13.1 | -1.2 | 0.1 | 1.3 | -1.5 | -2.5 | -2.4 | -8.0
CCCn1c(CC)nc([N+](=O)[O-])c1Sc1ccc(C)cc1 | -10.8 | -15.2 | 11.2 | -0.2 | 3.1 | 3.8 | -12.7 | -7.2 | 6.4
Cc1ccc(N2CCN(c3ccc(C)cc3)C(CC(=O)O)C2=O)cc1 (stereo not drawn) | -10.4 | 11.0 | 17.9 | -8.5 | 10.3 | -9.0 | -9.0 | -3.6 | -9.9
CCOc1ccc(NC(=O)CN(C)CC(=O)Nc2ccccc2C#N)cc1OCC | -5.2 | 7.6 | 1.1 | -4.2 | 1.4 | -2.7 | 7.9 | -3.7 | -6.7
Cc1ccc2nc(SCC(=O)Nc3cccnc3Cl)[nH]c2c1 | -4.4 | 13.1 | 0.7 | 2.5 | 0.6 | -0.9 | -12.0 | -7.6 | 35.3
Cc1[nH]c(=O)c(C#N)c2c1CSC(C)(C)C2 | -0.8 | 12.7 | -224.6 | -33.0 | -4.1 | -1.4 | -4.2 | 0.8 | -7.3
C=CCn1c(C)cc(C(=O)CSc2nnc(Cc3ccccc3)o2)c1C | -8.2 | 39.8 | 10.4 | -1.6 | 2.8 | -3.5 | -25.4 | 15.5 | 35.1
Cc1csc(SCC(=O)Nc2nnc(C)s2)n1 | 2.4 | 13.6 | 1.8 | 0.1 | -6.5 | 9.5 | 6.0 | 4.1 | -2.1
O=C(C1=C[C@@H](c2coc3ccccc3c2=O)C[C@@H](OCc2ccc(CO)cc2)O1)N1CCN(Cc2ccc3c(c2)OCO3)CC1 | 1.8 | 9.7 | 21.7 | -0.5 | -3.7 | 0.5 | -2.4 | 22.3 | 9.9
CC(=O)Nc1ccc(NC(=O)CC2(CC(=O)N3CCOCC3)CCCC2)cc1 | 4.2 | 10.9 | 12.5 | 0.1 | 8.1 | -4.0 | -14.1 | -2.0 | 6.5
O=C(c1cccnc1Nc1ccccc1F)N1CCOCC1 | 1.2 | 5.9 | 13.4 | -1.4 | -3.1 | 0.6 | 10.3 | -4.2 | -14.5
COC(=O)c1cc(-c2ccccc2)on1 | -18.3 | -7.2 | 21.5 | 1.4 | -5.9 | -12.3 | -7.9 | 4.0 | 9.3
COc1ccccc1NC(=O)Cn1cc(C(=O)C(=O)N2CCOCC2)c2ccccc21 | -11.0 | 4.2 | 11.4 | 0.4 | 3.1 | -6.1 | -6.9 | 8.7 | -8.4
CCC(C)(C)NC(=O)C(c1cccc(OC)c1OC)N(C(=O)CCC(=O)Nc1cc(C)on1)c1ccc2c(c1)OCCO2 (stereo not drawn) | 4.4 | 8.2 | 8.3 | 2.0 | 2.3 | -1.4 | -19.3 | 8.9 | -0.2
COc1ccc(N(Cc2cc3cc(OC)ccc3[nH]c2=O)C(=O)c2cccnc2)cc1 | -2.7 | 21.2 | -492.6 | -2.3 | 6.9 | -0.2 | -4.4 | -0.8 | 5.8
O=C(CSc1nnc(NC(=O)c2ccccc2[N+](=O)[O-])s1)NCc1ccco1 | -11.8 | 13.6 | 10.3 | 4.0 | 5.5 | -3.5 | 7.6 | -8.6 | -14.2
C[C@H](NC(=O)c1ccco1)C(=O)Nc1ccc(C#N)cc1 | 4.7 | 12.6 | 2.0 | -2.2 | 0.0 | 0.6 | 22.4 | 8.6 | -2.3
Cc1ccc(C(=O)N2Cc3ccccc3CC2C(=O)O)cc1 (stereo not drawn) | 2.2 | -1.5 | 19.2 | -0.1 | -4.5 | 7.3 | -1.7 | -23.1 | 5.2
COc1ccc(-c2[nH]ncc2/C=N\NC(=O)c2ccc(Br)o2)cc1OC | 0.4 | 3.7 | -114.5 | 1.0 | 0.1 | 4.1 | -13.3 | 19.3 | 0.8
CC1=Nc2cc(C(=O)N3CCCCC3)ccc2Sc2ccc(C)cc21 | 1.9 | 11.1 | 7.0 | -0.2 | -4.4 | 2.7 | 2.9 | 8.4 | 2.3
N#CC(C#N)=C1NC2(CCCC2)Cc2ccccc21 | 9.9 | 2.5 | 11.2 | -0.4 | 2.4 | 16.2 | 2.5 | 6.1 | -19.2
CCc1nnc(NC(=O)c2ccc(-c3ccc(Cl)cc3)o2)s1 | -6.2 | 10.3 | i | -5.8 | 7.8 | 8.6 | -16.8 | -3.2 | -15.8

Shown as tab-separated lines: 4 of the compounds above
structure	SENP8 block-1	NALP3 yeast inh	SENP8 block-2	SENP1 FRET inh	HKDC1 inhibitor	SENP7 inh	SENP6 inh	Apaf1 inhib	PfG6PD inh
C[C@H](NC(=O)c1ccco1)C(=O)Nc1ccc(C#N)cc1	4.7	12.6	2.0	-2.2	0.0	0.6	22.4	8.6	-2.3
Cc1ccc(C(=O)N2Cc3ccccc3CC2C(=O)O)cc1 (stereo not drawn)	2.2	-1.5	19.2	-0.1	-4.5	7.3	-1.7	-23.1	5.2
COc1ccc(-c2[nH]ncc2/C=N\NC(=O)c2ccc(Br)o2)cc1OC	0.4	3.7	-114.5	1.0	0.1	4.1	-13.3	19.3	0.8
CC1=Nc2cc(C(=O)N3CCCCC3)ccc2Sc2ccc(C)cc21	1.9	11.1	7.0	-0.2	-4.4	2.7	2.9	8.4	2.3

Additional entries follow:
SMILES | SENP8 block-1 | NALP3 yeast inh | SENP8 block-2 | SENP1 FRET inh | HKDC1 inhibitor | SENP7 inh | SENP6 inh | Apaf1 inhib | PfG6PD inh
O=C(Nc1ccccc1N1CCOCC1)C1CCCCN1S(=O)(=O)c1ccccc1 (stereo not drawn) | -3.9 | -3.7 | 11.9 | 0.2 | -0.6 | -11.7 | -6.4 | 11.1 | 4.3
Cc1ccc(S(=O)(=O)CC(=O)Nc2ccc(S(=O)(=O)Nc3onc(C)c3C)cc2)cc1 | -1.2 | 10.2 | 11.6 | 1.6 | -3.0 | -4.3 | -37.4 | -10.8 | -17.4
Cc1cnc(NC(=O)CCCNC(=O)c2ccc(Cl)cc2)s1 | 3.7 | 13.4 | 14.0 | 1.0 | 0.0 | 0.3 | 8.2 | -0.2 | 5.3
CCC(=O)NC(c1cc(Cl)c2cccnc2c1O)C1CC1 (stereo not drawn) | -1.9 | 16.3 | 0.6 | 0.2 | -1.0 | 8.2 | 5.9 | -3.1 | -4.4
Cn1cccc1/C=N/n1c(-c2ccc(Cl)cc2Cl)n[nH]c1=S | 5.3 | 15.8 | 21.1 | 3.0 | -3.1 | -5.2 | 10.3 | 11.0 | 22.0
Nc1ccc2c(c1)C(=O)c1ccccc1-2 | -11.3 | 15.3 | 9.7 | 1.2 | -2.0 | -4.6 | -5.7 | -2.2 | 4.9
COc1ccc(N(CC(=O)Nc2ccc(C)cn2)S(=O)(=O)c2c(C)nn(C)c2C)cc1 | -6.4 | -2.2 | 3.3 | 2.4 | 3.1 | -6.0 | -6.4 | -4.3 | -4.1
COc1ccc(/C=C/C(=O)OC(C)CN2CCOCC2)cc1 (stereo not drawn) | -5.9 | 8.6 | 4.3 | -0.5 | -10.8 | 5.3 | -7.5 | -3.1 | 1.8
Cn1sccc1=O | 10.3 | 11.9 | 4.9 | 3.1 | -1.4 | 0.1 | -2.3 | -3.8 | 39.2
Cc1[nH]c2ccc(C(=O)NCCCN3CCCCCC3)cc2c1C | 6.7 | -3.1 | 2.3 | -17.6 | 3.6 | 2.4 | 16.6 | 23.1 | 2.9
C=CCn1c(=O)c(C(C)=O)cn(N(C)c2ncc(C(F)(F)F)cc2Cl)c1=O | -8.6 | 15.6 | 7.1 | -1.8 | -6.5 | -5.2 | 3.2 | 1.2 | -2.5
Cc1ccc(NC(=O)NCc2nc3ccccc3n2C)cc1 | 0.0 | -5.1 | 9.9 | 0.1 | -2.4 | -2.5 | -3.2 | -1.0 | 1.9
O=C(CN1CCCCC1)N/N=C/c1cccc(C(F)(F)F)c1 | 3.1 | 2.1 | 3.8 | 2.2 | 2.5 | -6.7 | -1.5 | -4.5 | -5.5
CCOc1ccc2[nH]c(=O)c(CN(Cc3nnnn3Cc3ccccc3)CC3CCCO3)cc2c1 (stereo not drawn) | 6.6 | 23.4 | -291.2 | -40.5 | 12.8 | 2.1 | 8.9 | -0.7 | 23.8
COc1cccc(CNC(=O)CCCc2nnc3n(C)c(=O)c4sccc4n23)c1 | 2.7 | 2.2 | 6.6 | 0.4 | -5.1 | -18.0 | -6.1 | 7.6 | 19.9
Cc1cccc(N2CCN(C(=S)Nc3ccc4nc(N5CCOCC5)cc(C)c4c3)CC2C)c1 (stereo not drawn) | 0.8 | -2.0 | -429.9 | -88.6 | 11.9 | 4.2 | 12.9 | 0.9 | -6.5
CC1CN(S(=O)(=O)c2cccs2)CC(C)O1 (stereo not drawn) | -8.7 | -20.9 | 9.0 | 1.3 | -6.0 | 4.1 | -4.8 | -13.8 | -15.2
NC(=O)CC(NC(=O)Cc1ccc(Br)cc1)c1ccc(NCc2ccc(F)c(F)c2)c([N+](=O)[O-])c1 (stereo not drawn) | 4.6 | 9.1 | 28.4 | 1.7 | -4.1 | 4.8 | -17.7 | 3.1 | -1.6
CCN(CC)C(=O)CC(c1ccc(F)cc1)c1ccc(OC)cc1 (stereo not drawn) | -8.8 | 12.1 | 15.2 | 0.3 | -6.3 | -3.8 | -8.5 | 2.0 | 6.8
Cc1cc(-c2ccco2)n(CC(=O)NCc2ccccc2)n1 | -10.5 | -0.5 | 8.6 | -0.9 | -0.2 | 0.4 | -5.9 | 3.0 | -4.0
Cc1ccc(Cl)cc1NC(=O)CN1C(=O)NC(C)(C2CC2)C1=O (stereo not drawn) | -2.6 | 9.2 | 1.0 | -0.2 | -1.2 | -12.3 | -8.5 | 2.8 | -14.6
CCCCOc1ccc(C(=O)NC)cc1 | -19.3 | 23.8 | 21.9 | 0.7 | -9.7 | -10.0 | -8.2 | 8.2 | -8.2
Cc1ccc(C)c(CSc2nnc([C@@H](N)C(C)C)o2)c1 | -4.0 | 5.9 | 9.0 | -1.4 | -14.3 | -10.6 | -23.1 | -0.9 | -7.9
O=C(OCC(=O)N1CCCC1=O)c1cc(S(=O)(=O)N2CCOCC2)ccc1Cl | 2.6 | 23.0 | 8.5 | -0.9 | -6.0 | -5.3 | -9.6 | -9.5 | 11.5
Cc1nn(-c2cc(C(F)(F)F)ccc2Cl)c2nc(C(Cl)(Cl)Cl)[nH]c(=O)c12 | 8.8 | -4.0 | 12.1 | 2.1 | -0.6 | 1.7 | 15.2 | -5.4 | -21.2
Cc1nn(-c2ccccc2)cc1/C=N/NS(=O)(=O)c1ccccc1 | 6.8 | 11.2 | -2.2 | 0.0 | -10.3 | 4.6 | 10.7 | 7.7 | -7.4
